# NCI-60 one-dose screen, 48 h, at 10 µM unless noted. Numbers give growth in % (100 = growth as untreated, 0 = no growth, -100 = all killed).
# HCT-15 – HCT-15 colon cancer. actives 5.2% (n = 82,000)
# HCT-116 – HCT-116 colon cancer; AID 1794798; actives 7.3% (n = 82,000)
# SNB-75 – SNB-75 CNS cancer; actives 5% (n = 79,000); AID 1794750
# HT29 – HT29 colon cancer. actives 7.4% (n = 81,000). AID 1794748
# NCI-H322M – NCI-H322M lung cancer. actives 2.7% (n = 80,000). AID 1794733
# SW-620 – SW-620 colon cancer; AID 1794795; actives 5.2% (n = 82,000)
# KM12 – KM12 colon cancer cells | actives 5% (n = 82,000)
# HCC-2998 – HCC-2998 colon cancer; actives 4.7% (n = 79,000)
# COLO 205 – COLO 205 colon cancer. actives 7.3% (n = 79,000). AID 1794742
# * = called active by the depositor; · = not tested or not shown. How the source made its calls: active means growth percent below 10; inactive means the rest.
# The first 3 entries, to show the layout:
[1] CC1=NC(=S)NC(c2ccccc2)/C1=C1/CC(c2ccccc2O)N(c2ccccc2)N1 (configuration not stated)
[2] CCCCCCCCCCCCCCCC(=O)OC/C=C(C)/C=C/C=C(C)/C=C/C1=C(C)CCCC1(C)C
[3] OC(CNC1CCCCC1)Cn1c2ccccc2c2ccccc21 (configuration not stated)

Assay by compound	1	2	3
HCT-15	101	109	92
HCT-116	97	99	82
SNB-75	66	95	85
HT29	101	105	80
NCI-H322M	97	91	113
SW-620	91	112	101
KM12	100	112	99
HCC-2998	106	106	95
COLO 205	98	104	69

# Results, from the first entry:
[1] CC1=NC(=S)NC(c2ccccc2)/C1=C1/CC(c2ccccc2O)N(c2ccccc2)N1 (configuration not stated)
[2] CCCCCCCCCCCCCCCC(=O)OC/C=C(C)/C=C/C=C(C)/C=C/C1=C(C)CCCC1(C)C
[3] OC(CNC1CCCCC1)Cn1c2ccccc2c2ccccc21 (configuration not stated)
[4] COc1ccc(CCCCC(=O)O)cc1OC
[5] CCCCOCc1ccc(OC)cc1
[6] Cc1cccc(-c2nc(Nc3cccc(C(=O)O)c3)c3ccccc3n2)c1
[7] CCCCCCCCn1cc2c(N[C@H](C)c3ccccc3)ncnc2n1
[8] C(=Nc1ccc(N2CCN(c3ccccc3)CC2)cc1)c1cccs1

Assay by compound	1	2	3	4	5	6	7	8
HCT-15	101	109	92	103	99	78	106	99
HCT-116	97	99	82	102	98	90	105	95
SNB-75	66	95	85	96	94	99	96	87
HT29	101	105	80	100	108	117	118	91
NCI-H322M	97	91	113	93	118	105	102	98
SW-620	91	112	101	103	106	99	99	110
KM12	100	112	99	105	106	92	108	103
HCC-2998	106	106	95	103	·	101	112	91
COLO 205	98	104	69	114	113	136	121	98

[9] CCNCC#CCNCC
[10] CC1CN(C(=O)Nc2c(C(C)C)cccc2C(C)C)CC(C)O1 (configuration not stated)
[11] CC1=Nc2cnc(Nc3ccc(N4CCOCC4)cc3)nc2Nc2ccccc21
[12] Cc1ccc(NC(=O)[C@@H]2CC[C@H](CN3CCN(C)CC3)C2)cc1Nc1nccc(-c2cccnc2)n1
[13] COc1ccc(-c2[nH]nc3c2C(c2cn[nH]c2-c2ccc(F)cc2)C(C#N)=C(N)O3)cc1OC (configuration not stated)
[14] Nc1c(-c2nc3ccccc3c(=O)[nH]2)nnn1-c1ccc(Cl)cc1
[15] S=c1nn[nH]n1C1CCCCC1
[16] CN1C(=O)/C(=C2/C(=O)N(C)c3ncccc32)c2cccnc21

Assay by compound	9	10	11	12	13	14	15	16
HCT-15	104	107	89	98	101	93	115	96
HCT-116	100	101	96	102	104	79	101	90
SNB-75	85	92	50	81	93	25	95	76
HT29	103	108	91	90	107	69	116	99
NCI-H322M	101	105	90	90	108	78	102	86
SW-620	107	101	103	102	105	99	100	109
KM12	107	100	41	102	101	83	110	110
HCC-2998	103	108	104	104	98	104	113	·
COLO 205	104	111	100	100	109	99	123	117

[17] CC1(C)CC[C@]23CC[C@]4(C)[C@H](CC[C@@H]5[C@@]6(C)C=C(N7CCOCC7)C(=O)C(C)(C)[C@@H]6CC[C@]54C)[C@H]2[C@H]1OC3
[18] Cc1ccc(/C=N/NC(=O)Cn2c(C(C)C)nc3ccccc32)o1
[19] CSc1nc2ncnc(SC)c2[nH]1
[20] O=C(O)c1cccc2c1-c1ccc([N+](=O)[O-])cc1C2=O
[21] COc1cccc(-c2nn(-c3ccccc3)cc2-c2ccnc(NCCCNC(=O)c3ccccc3)c2)c1
[22] O=[N+]([O-])c1ccc(N(Cc2ccccc2)Cc2ccccc2)c([N+](=O)[O-])c1
[23] Nc1ccc(C(=O)O)cc1
[24] O=c1c2cc(Cl)ccc2oc2oc3cc(O)c(O)cc3c12

Assay by compound	17	18	19	20	21	22	23	24
HCT-15	92	108	110	103	33	89	111	96
HCT-116	86	92	81	110	36	53	107	97
SNB-75	94	85	87	96	60	79	104	103
HT29	81	113	90	117	8.8*	76	104	95
NCI-H322M	94	101	101	·	95	88	114	88
SW-620	95	95	109	103	40	90	108	106
KM12	90	102	106	107	34	92	108	94
HCC-2998	107	109	113	108	52	89	102	103
COLO 205	101	113	103	120	35	107	115	109

# Some of the entries so far, bar-delimited:
No. | mol | HCT-15 | HCT-116 | SNB-75 | HT29 | NCI-H322M | SW-620 | KM12 | HCC-2998 | COLO 205
22 | O=[N+]([O-])c1ccc(N(Cc2ccccc2)Cc2ccccc2)c([N+](=O)[O-])c1 | 89 | 53 | 79 | 76 | 88 | 90 | 92 | 89 | 107
23 | Nc1ccc(C(=O)O)cc1 | 111 | 107 | 104 | 104 | 114 | 108 | 108 | 102 | 115

# Further results follow.
[25] CN(C)c1ccc(-c2cc(-c3ccc(Nc4nc(Nc5ccc(Cl)cc5)nc(Nc5ccc(Cl)cc5)n4)cc3)nc(N)c2C#N)cc1
[26] CCCCCCCCCCCCNC(=S)N/N=C/c1ccc(OCC)c(OCC)c1
[27] CN1CCN(Cc2ccc(NC(=O)c3cncc(C#Cc4c(N)ncc5ccc(F)cc45)c3)cc2C(F)(F)F)CC1
[28] Cc1ccc(CCCC(=O)O)c(C)c1
[29] Cc1ccc[nH]c1=O
[30] Oc1ccc(-c2nnc(CNc3ccc(F)c(Cl)c3)o2)cc1
[31] CCC1=C(NCc2ccccc2)COC1=O
[32] C/C=C/C1OCC(C)([N+](=O)[O-])CO1 (configuration not stated)

Assay by compound	25	26	27	28	29	30	31	32
HCT-15	76	81	26	99	104	107	103	95
HCT-116	61	93	4.7*	103	110	97	102	103
SNB-75	84	97	16	79	94	99	69	95
HT29	80	82	-60*	99	98	91	96	100
NCI-H322M	115	110	28	102	133	106	109	108
SW-620	93	113	-43*	100	114	109	104	101
KM12	74	109	-25*	107	102	92	111	118
HCC-2998	107	103	42	118	107	108	95	100
COLO 205	70	114	·	102	112	110	130	118

[33] O=C(O)c1cccc2cccnc12
[34] Cn1c(C#N)ccc1-c1cccc(N2C(=O)NC(C)(C)C2=O)c1
[35] C/C(=C(/c1ccccc1)c1ccc(OCC(O)CNCCN2CCOCC2)cc1)c1ccccc1 (configuration not stated)
[36] CNC(=O)c1cc(-n2ccc3cc(NC(=O)Nc4cccc(C(F)(F)F)c4)ccc32)ccn1
[37] COc1cccc(-c2c(C#N)c(-c3cccs3)nc3c2c(-c2ccccc2)nn3-c2ccccc2)c1
[38] O=C(NC(=S)Nc1cccc(Cl)c1)c1ccccc1
[39] O=C(CCCCCC1CCCCC1)OC1CCCCC1
[40] O=C1C(=O)c2ccccc2C(O)=C1C1CCC(c2ccc(Cl)cc2)CC1 (configuration not stated)

Assay by compound	33	34	35	36	37	38	39	40
HCT-15	112	102	4.5*	52	98	91	108	99
HCT-116	109	95	106	63	83	91	97	94
SNB-75	91	86	66	91	78	77	103	85
HT29	105	101	3.2*	50	85	89	106	101
NCI-H322M	105	98	73	91	103	94	100	·
SW-620	101	110	49	95	104	105	100	101
KM12	107	102	54	21	112	98	105	101
HCC-2998	102	103	-60*	77	109	·	91	107
COLO 205	109	121	-65*	54	103	111	112	114

[41] O=C(CCc1nnc2sc(CCCl)nn12)c1nc2ccccc2[nH]1
[42] COC(=O)[C@H](Cc1ccccc1)n1cc(COC(=O)c2cccc3c(=O)c4ccccc4n(Cc4cn([C@@H](Cc5ccccc5)C(=O)OC)nn4)c23)nn1
[43] CC(C)c1ccc(S(=O)(=O)n2cc(C(=O)C(=O)Nc3ccncc3)c3ccccc32)cc1
[44] Cc1ccc(N=Nc2c(N)nc(N)[nH]c2=O)cc1C
[45] Clc1ccc(OCc2nc(-c3ccccc3)n[nH]2)c(Cl)c1
[46] CCOC(=O)C(=Cc1cccc(Br)c1)C(=O)OCC
[47] Cn1cc(-c2nn3cc(-c4cccnc4)nc3s2)c2cc(Br)ccc21
[48] C1OC1CO[C@H]1CO[C@H]2[C@@H]1OC[C@H]2OCC1CO1 (some centres not stated)

Assay by compound	41	42	43	44	45	46	47	48
HCT-15	102	107	88	103	101	15	50	101
HCT-116	106	95	81	97	·	14	42	106
SNB-75	94	·	·	104	94	13	87	98
HT29	104	103	88	93	101	18	59	92
NCI-H322M	92	93	101	83	101	66	87	87
SW-620	103	91	88	102	97	26	84	111
KM12	104	106	90	111	101	12	68	108
HCC-2998	106	103	81	113	100	101	93	104
COLO 205	·	107	107	112	91	47	78	114

[49] COc1ccc(SCCCN2CCOCC2)cc1
[50] Cc1nc(Nc2ccc(NC(=S)Nc3ccccc3)cc2)nc2nc(Nc3ccc(S(=O)(=O)O)cc3)[nH]c(=O)c12
[51] COc1ccc(-c2nc(N/N=C/c3ccc[nH]3)nc(N3CCOCC3)c2C#N)cc1
[52] NCCCNCCCCNC(=O)C(O)NC(=O)CCCCCCN=C(N)N (configuration not stated)
[53] CC(=O)C1=C(C)OC(N)=C(C#N)C1c1cc2ccccc2n2nnnc12 (configuration not stated)
[54] C/C(=C(\c1ccc(O)cc1)c1ccc(OCCN2CCCCCC2)cc1)c1ccc(Cl)cc1
[55] CCNCC[C@H](O)CNCCCCNC[C@@H](O)CCNCC
[56] CC(C)(c1ccc(N)cc1)c1ccc(N)cc1

Assay by compound	49	50	51	52	53	54	55	56
HCT-15	99	127	80	30	90	-89*	102	107
HCT-116	94	103	82	98	84	-32*	78	97
SNB-75	89	128	78	71	88	-78*	95	88
HT29	102	145	75	94	95	-73*	79	99
NCI-H322M	96	122	104	104	90	-19*	63	103
SW-620	100	116	88	102	87	-2.9*	94	102
KM12	103	120	96	96	75	-96*	92	·
HCC-2998	98	118	98	106	97	-88*	97	98
COLO 205	100	113	79	102	94	-63*	81	108

# Results in HCT-116, HCT-15 and COLO 205 (seven entries from above):
no. | Compound | HCT-116 | HCT-15 | COLO 205
49 | COc1ccc(SCCCN2CCOCC2)cc1 | 94 | 99 | 100
50 | Cc1nc(Nc2ccc(NC(=S)Nc3ccccc3)cc2)nc2nc(Nc3ccc(S(=O)(=O)O)cc3)[nH]c(=O)c12 | 103 | 127 | 113
51 | COc1ccc(-c2nc(N/N=C/c3ccc[nH]3)nc(N3CCOCC3)c2C#N)cc1 | 82 | 80 | 79
52 | NCCCNCCCCNC(=O)C(O)NC(=O)CCCCCCN=C(N)N (configuration not stated) | 98 | 30 | 102
53 | CC(=O)C1=C(C)OC(N)=C(C#N)C1c1cc2ccccc2n2nnnc12 (configuration not stated) | 84 | 90 | 94
54 | C/C(=C(\c1ccc(O)cc1)c1ccc(OCCN2CCCCCC2)cc1)c1ccc(Cl)cc1 | -32* | -89* | -63*
55 | CCNCC[C@H](O)CNCCCCNC[C@@H](O)CCNCC | 78 | 102 | 81

# The listing continues:
[57] NC(=O)c1ccc(Cl)c(Cl)c1
[58] N#CC1(NC(=O)N(CCCl)N=O)CCCCC1
[59] O=C1NC(c2ccccc2)=CC(c2ccc(Cl)cc2)N1c1ccccc1 (configuration not stated)
[60] CC(C)(C)C(=O)CC(c1ccccc1)c1ccccc1
[61] C=CCn1c(O)c(N=Nc2nc(-c3cc4ccccc4oc3=O)cs2)c2ccccc21
[62] Nc1ncnc2c1c(-c1ccc(Oc3ccccc3)cc1)nn2CC1SSCC1O (configuration not stated)
[63] O=C(O)c1c[nH]c2cc(Cl)ccc2c1=O
[64] O=C(N/N=C/c1coc2ccccc2c1=O)c1cc2oc(-c3ccccc3)cc2[nH]1

Assay by compound	57	58	59	60	61	62	63	64
HCT-15	107	96	83	113	98	65	104	100
HCT-116	110	114	61	114	39	44	89	97
SNB-75	89	81	50	105	-25*	43	75	84
HT29	97	108	101	100	17	39	105	107
NCI-H322M	102	97	83	97	101	35	·	89
SW-620	108	91	95	100	101	79	99	102
KM12	123	104	89	102	79	46	106	101
HCC-2998	126	116	89	98	78	80	103	99
COLO 205	108	112	98	112	18	35	112	94

# In the list so far, these have two or more sulfur atoms:
[19] CSc1nc2ncnc(SC)c2[nH]1
[50] Cc1nc(Nc2ccc(NC(=S)Nc3ccccc3)cc2)nc2nc(Nc3ccc(S(=O)(=O)O)cc3)[nH]c(=O)c12
[62] Nc1ncnc2c1c(-c1ccc(Oc3ccccc3)cc1)nn2CC1SSCC1O (configuration not stated)

Assay by compound	19	50	62
HCT-15	110	127	65
HCT-116	81	103	44
SNB-75	87	128	43
HT29	90	145	39
NCI-H322M	101	122	35
SW-620	109	116	79
KM12	106	120	46
HCC-2998	113	118	80
COLO 205	103	113	35

# New compounds follow
[65] N#CN=CN1CC=C(c2ccc(Cl)cc2)CC1
[66] Cc1cc(C)n([C@H]2CC(=O)O[C@@H]2COC(=O)c2ccccc2)n1
[67] CCCCOc1nc2c(C)cccc2cc1/C=C/c1cc(/C=C/c2cc3cccc(C)c3nc2OCCCC)[nH]n1
[68] Nc1ccc(S(=O)(=O)c2ccc(N)cn2)cc1
[69] Fc1ccccc1Cc1ccccc1
[70] NNc1nc2c(cnn2-c2ccccc2)c(=O)n1NC(=O)c1ccccc1
[71] O=C(C[n+]1cccc(Br)c1)c1ccc(I)cc1
[72] CC(C)/C=C/CC[C@](C)(O)[C@H]1CC[C@]2(C)[C@@H]1CC[C@@H]1[C@@]3(C)C/C(=C/c4cc(C(F)(F)F)cc(C(F)(F)F)c4)C(=O)C(C)(C)[C@@H]3CC[C@]12C

Assay by compound	65	66	67	68	69	70	71	72
HCT-15	104	107	111	100	112	103	102	99
HCT-116	107	110	81	98	100	105	97	81
SNB-75	85	94	103	94	96	94	101	27
HT29	104	112	102	106	111	120	98	102
NCI-H322M	115	106	92	104	94	108	103	100
SW-620	104	102	106	95	95	105	96	91
KM12	96	111	106	106	102	103	103	95
HCC-2998	112	121	112	111	113	108	103	104
COLO 205	118	112	104	103	105	126	101	115
